OX1R antag-1: antagonists of human orexin 1 receptor. AID 434989. O43613. CHO/OX1R cells, Fluo-8 calcium fluorescence, orexin A. inhibition, % at 5 µM. 0.43% of 330,000 active;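 active = inhibition above its plate's threshold, mean inhibition of all tested compounds on the plate plus 3 SD, cut at about 37% in these data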;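 note: 0% = orexin A challenge wells and 100% = SB-334867-A antagonist wells; not every result past the cut was called active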
Target sequence (O43613 whole entry, looked up): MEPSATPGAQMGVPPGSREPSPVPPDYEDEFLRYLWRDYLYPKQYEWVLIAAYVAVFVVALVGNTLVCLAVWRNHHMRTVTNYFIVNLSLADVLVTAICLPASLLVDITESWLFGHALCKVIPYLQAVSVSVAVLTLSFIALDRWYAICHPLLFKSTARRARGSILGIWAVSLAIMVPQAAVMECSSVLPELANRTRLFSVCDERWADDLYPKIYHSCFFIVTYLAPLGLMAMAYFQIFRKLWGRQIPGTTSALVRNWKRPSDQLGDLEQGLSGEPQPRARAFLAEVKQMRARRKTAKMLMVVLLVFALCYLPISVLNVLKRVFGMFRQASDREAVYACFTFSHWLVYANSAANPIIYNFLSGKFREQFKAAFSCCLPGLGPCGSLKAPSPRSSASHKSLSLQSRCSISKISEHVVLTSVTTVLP
OX1R antag-2: antagonists of human orexin 1 receptor (OX1R). O43613. 1.8% of 330,000 active. OX1R-expressing cells, FRET antagonist read-out. AID 485270. inhibition, % at 6.6 µM; in the data active = inhibition mostly above about 38%, no sharp cut-off; inactive = mostly below about 40%;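 note: 0% = agonist challenge alone and 100% = reference antagonist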
STK33 kinase inh: human STK33 kinase inhibition | Q9BYT3 | purified STK33, MBP phosphorylation, ADP-Glo luminescence | inhibition, % at 10 µM | 0.073% of 320,000 active | AID 2661;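 active = inhibition at or above 25%, using the most active replicate where run in duplicate; inactive = inhibition below 25%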
Target sequence (Q9BYT3 whole entry, looked up): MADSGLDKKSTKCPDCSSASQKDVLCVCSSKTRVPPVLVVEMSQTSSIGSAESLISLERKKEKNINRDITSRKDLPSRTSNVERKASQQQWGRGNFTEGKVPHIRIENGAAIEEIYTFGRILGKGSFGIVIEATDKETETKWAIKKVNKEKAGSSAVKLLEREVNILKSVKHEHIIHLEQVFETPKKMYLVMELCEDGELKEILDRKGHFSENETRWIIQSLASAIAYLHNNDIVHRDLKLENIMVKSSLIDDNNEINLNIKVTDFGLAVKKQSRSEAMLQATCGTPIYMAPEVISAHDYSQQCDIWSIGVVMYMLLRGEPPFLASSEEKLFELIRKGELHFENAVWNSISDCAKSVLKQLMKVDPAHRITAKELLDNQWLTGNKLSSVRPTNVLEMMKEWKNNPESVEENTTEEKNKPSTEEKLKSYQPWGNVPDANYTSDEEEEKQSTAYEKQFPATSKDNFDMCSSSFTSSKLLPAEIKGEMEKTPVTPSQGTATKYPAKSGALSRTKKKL
* = called active by the depositor; . = no result given.

| compound | OX1R antag-1 | OX1R antag-2 | STK33 kinase inh |
| --- | --- | --- | --- |
| NC(=O)COc1ccc(C(=O)/C=C2/C(=O)Nc3ccccc32)cc1 | -10 | 12 | 0.9 |
| Nc1ncc(Br)cc1S(=O)(=O)NC1CCCCC1 | -23 | 16 | 1.3 |
| Cc1[nH]c(=O)[nH]c(=O)c1CSc1nnc(CCCCCNC(=O)OC(C)(C)C)o1 | 5 | 1 | -0.8 |
| COc1ccc(NC(=O)Nc2cc(F)ccc2C)cc1 | -15 | 20 | -1.7 |
| COc1ccc(S(=O)(=O)Nc2ccc3c(c2)CCC3)cc1 | -12 | 23 | 1.5 |
| O=C1C=C(NCc2ccco2)C2(CCCCC2)O1 | -8 | 25 | -0.3 |
| CC(C)(C)[C@H]1C=C(C(=O)Nc2ccccc2)O[C@@H](OCCCCO)C1 | -22 | 16 | -0.8 |
| Cc1cc(C(=O)OCC(=O)c2ccc(Br)s2)no1 | -12 | 3 | -0.6 |
| O=C(C1CCN(S(=O)(=O)c2cccs2)CC1)N(c1ccccn1)C1CCCCC1 | -39 | 14 | -0.8 |
| Clc1nnc(NN=C2CCCC2)c2ccccc12 | -14 | 22 | -1.0 |
| CCOc1ccc(C(=O)NCc2ccncc2)cc1OCC | -15 | 19 | -0.3 |
| CS(=O)(=O)N(CC(=O)NCCC1=CCCCC1)C1CCCCC1 | -6 | -4 | 0.9 |
| Oc1ccc(O)c(Cc2nc3ccccc3s2)c1 | -1 | 11 | 2.4 |
| O=C1N=C(N2CCOCC2)S/C1=C/c1cccs1 | -16 | 25 | -0.8 |
| CCCN(CC(=O)Nc1ccc(C(N)=O)cc1)CC(=O)Nc1ccc(F)c(F)c1F | -29 | 0 | 8.1 |

The final 4 entries of the section before open the next one.
| compound | OX1R antag-1 | OX1R antag-2 | STK33 kinase inh |
| --- | --- | --- | --- |
| CS(=O)(=O)N(CC(=O)NCCC1=CCCCC1)C1CCCCC1 | -6 | -4 | 0.9 |
| Oc1ccc(O)c(Cc2nc3ccccc3s2)c1 | -1 | 11 | 2.4 |
| O=C1N=C(N2CCOCC2)S/C1=C/c1cccs1 | -16 | 25 | -0.8 |
| CCCN(CC(=O)Nc1ccc(C(N)=O)cc1)CC(=O)Nc1ccc(F)c(F)c1F | -29 | 0 | 8.1 |
| O=C(c1c(F)cccc1F)N1CCCc2ccccc21 | -12 | 22 | -1.5 |
| CN(c1ccccc1)S(=O)(=O)c1cccc(C(=O)NNC(=O)c2ccncc2)c1 | -5 | 15 | -1.5 |
| O=C(O)c1ccc2nc(-c3ccccc3)c(-c3ccccc3)nc2c1 | -15 | 38 | -0.2 |
| COc1ccc(NC(=O)CN(C)C(=O)c2cc(CN3C(=O)c4ccccc4C3=O)ccc2OC)cc1 | -23 | 12 | -1.9 |
| Cc1ccc(/C=C/C(=O)N2CCCC(C)C2)cc1 (configuration not stated) | -21 | 11 | -2.6 |
| CCOC(=O)Cc1cc(=O)c2cc(C)ccc2[nH]1 | -7 | 6 | -2.0 |
| Cc1ccc(OCc2ccc(C(=O)O)o2)c([N+](=O)[O-])c1 | -3 | 17 | 0.0 |
| CCCC(=O)OCCNc1cc(Sc2nc3ccccc3[nH]2)c2nonc2c1[N+](=O)[O-] | 13 | 65* | 1.4 |
| Cc1ccccc1NC(=O)CSCc1cc(=O)n2ccsc2n1 | 6 | 8 | 0.2 |
| O=C(O)C1C(c2ccccc2)C(C(=O)OCc2ccco2)C1c1ccccc1 (configuration not stated) | -4 | 5 | -1.3 |
| CCN(C[C@H]1N[C@@](CC)(C(=O)OC)[C@H]2C(=O)N(C)C(=O)[C@@H]12)C(=O)Nc1ccc(C)cc1 | -9 | 8 | -1.4 |
| COc1ccccc1N(CC(O)CN1CCCCC1)S(=O)(=O)c1ccc(C)cc1 (configuration not stated) | -31 | 22 | 0.7 |
| CC(C)NC(=O)NC(=O)CSc1ccccc1F | -14 | 9 | -0.2 |
| Cc1ccc(-c2csc3nnc(SCC(=O)N4CCN(Cc5ccccc5)CC4)n23)cc1 | -17 | -2 | -1.2 |
| Cc1ccc(C(=O)Nc2cccc(C(F)(F)F)c2)cc1Nc1ccccn1 | -27 | 7 | 0.4 |

3 of the compounds above, with the structure last:
OX1R antag-1 | OX1R antag-2 | STK33 kinase inh | SMILES
-31 | 22 | 0.7 | COc1ccccc1N(CC(O)CN1CCCCC1)S(=O)(=O)c1ccc(C)cc1 (configuration not stated)
-23 | 12 | -1.9 | COc1ccc(NC(=O)CN(C)C(=O)c2cc(CN3C(=O)c4ccccc4C3=O)ccc2OC)cc1
-14 | 9 | -0.2 | CC(C)NC(=O)NC(=O)CSc1ccccc1F

New compounds follow.
| compound | OX1R antag-1 | OX1R antag-2 | STK33 kinase inh |
| --- | --- | --- | --- |
| O=C(O)CCn1cnc2ccccc2c1=O | -8 | 12 | -0.2 |
| CC1(C(=O)NC2CCCC2)CCC(=O)N1Cc1ccccc1 (configuration not stated) | -13 | 13 | 0.6 |
| C=CCS(=O)(=O)c1cccc2cccnc12 | -15 | 12 | -2.5 |
| O=C(Nc1ccc(NC(=O)c2cccs2)c(Cl)c1)c1ccco1 | -25 | 16 | 1.9 |
| COc1ccc(C(=O)NC(=S)Nc2cccnc2)cc1OC | -15 | 14 | -0.4 |
| CCN(CC)S(=O)(=O)c1ccc2oc(C(=O)NC3CCCc4ccccc43)c(C)c2c1 (configuration not stated) | -3 | 8 | -0.1 |
| O=C(Nc1cccc2ccccc12)N1CC=C(c2ccccc2)CC1 | -21 | 37 | 4.2 |
| CNC(=O)c1ccsc1NC(=O)c1sc2ccccc2c1Cl | -20 | 56* | -1.2 |
| O=[N+]([O-])c1ccc(C[n+]2cccc3ccccc32)cc1 | 5 | 64 | -3.1 |
| O=C1/C(=C/c2ccc(F)cc2)SC(=S)N1N1CCOCC1 | 0 | 12 | -1.2 |
| CC1CC(C)CN(C(=O)Cn2c(=O)n(CCCCC(=O)NC3CCCC3)c(=O)c3ccccc32)C1 (configuration not stated) | -11 | 14 | 0.1 |
| COc1ccc(-c2cc(-c3ccccc3)nc(-c3ccc4c(c3)NC(=O)CO4)c2)cc1 | -16 | 9 | -1.1 |
| O=C(NNc1nc(N2CCOCC2)nc(N2CCOCC2)n1)Nc1ccc(Cl)cc1 | -11 | 12 | -1.3 |
| COc1ccc(C(=O)OCC(=O)NC2CC2)cc1S(=O)(=O)N1CCOCC1 | -3 | -3 | -0.9 |
| Cc1ccc(-c2csc3ncnc(Nc4ccc(C(=O)O)cc4)c23)cc1 | -11 | 15 | 3.5 |

At a glance, three of the compounds above.
| compound | OX1R antag-1 | OX1R antag-2 | STK33 kinase inh |
| --- | --- | --- | --- |
| O=C(O)CCn1cnc2ccccc2c1=O | -8 | 12 | -0.2 |
| CC1(C(=O)NC2CCCC2)CCC(=O)N1Cc1ccccc1 (configuration not stated) | -13 | 13 | 0.6 |
| C=CCS(=O)(=O)c1cccc2cccnc12 | -15 | 12 | -2.5 |

Next part:
| compound | OX1R antag-1 | OX1R antag-2 | STK33 kinase inh |
| --- | --- | --- | --- |
| CC(=O)N1CCc2cc(S(=O)(=O)NCCC(=O)NC3CCCc4ccccc43)ccc21 (configuration not stated) | -27 | 15 | -0.3 |
| CCn1c(CNS(=O)(=O)c2ccc(Br)cc2)n[nH]c1=S | -8 | 5 | -0.3 |
| O=C(Nc1nc(-c2ccc(F)c(F)c2)cs1)c1ccc(OCC2CCCO2)cc1 (configuration not stated) | -26 | 20 | -1.4 |
| COc1ccc(NS(=O)(=O)Cc2ccccc2Cl)cn1 | -2 | 17 | -1.3 |
| COC(=O)[C@H](CCSC)NC(=O)Nc1ccc(OC)cc1OC | -14 | 6 | 0.8 |
| Cc1ccc(NC(=O)CC(C)c2ccccc2)cc1S(=O)(=O)N1CCOCC1 (configuration not stated) | 4 | 37* | -0.6 |
| COCc1cc(C)nc(NC2CCCCC2)c1C#N | -12 | 14 | -1.9 |
| O=C(CSc1nc2ccccc2c(=O)n1CCCC(=O)N1CCCC1)NCc1ccco1 | -22 | 21 | -2.0 |
| CN(C)C(=O)c1ccc(Cl)cc1[N+](=O)[O-] | 5 | 18 | -3.3 |
| CSc1cccc(NC(=S)N2CCC(N(C)C(C)C)CC2)c1 | -6 | 7 | 0.1 |
| CC(C)n1c(SCC(=O)NCc2ccco2)nnc1C1CC1 | -8 | -2 | 3.4 |
| CCn1ncc(Br)c1C(=O)Nc1ncc(C)s1 | -12 | -6 | 7.8 |
| c1cncc(-c2csc(-c3cccnc3)n2)c1 | -1 | 9 | 7.7 |
| CN(C)c1ccc(P(=O)(COc2ccc([N+](=O)[O-])cc2)c2ccc(N(C)C)cc2)cc1 | -24 | 0 | -0.6 |
| C=CCNC(=O)C1CC(=O)N(c2ccc(OCC(=O)Nc3ccccc3)cc2)C1 (configuration not stated) | -4 | -4 | -1.7 |
| C=CCn1c(=O)/c(=C/c2ccc(C)o2)s/c1=C(/C#N)C(=O)c1ccccc1 | 17 | 7 | 0.5 |
| O=C(Cn1cnc2ccccc21)Nc1ccccc1-c1ccccc1 | -18 | -9 | 1.4 |
| O=C(O)/C=C/C(=O)N1CCN(S(=O)(=O)c2cccc(C(F)(F)F)c2)CC1 | -5 | 22 | -2.1 |
| Cc1cc(Br)c(NC(=O)CN(C)CCOc2ccccc2)c(Br)c1 | -10 | 19 | 0.1 |
| CNC(=O)N(C1=NCC(C)(C)S1)c1ccc(F)c(Cl)c1 | -15 | 1 | 0.0 |
| CC[C@@H]1CCCCc2ccccc2[C@@H](C(=O)C[C@H](O)CC(C)=O)OC1=O | -5 | 6 | 0.5 |
| CC(C)CC(=O)NC1(C(F)(F)F)C(=O)Nc2c1c(=O)[nH]c(=O)n2Cc1ccco1 (configuration not stated) | -20 | 11 | -0.8 |
| COc1cccc(Oc2ccc(N)cn2)c1 | -9 | 13 | -2.0 |
| C=CCN1C(=O)C(Cc2ccc(OC)cc2)S/C1=N/N=C/c1ccco1 (configuration not stated) | -21 | 19 | -1.4 |
| O=C(CNC(=O)C12CC3CC(CC(C3)C1)C2)N1CCN(S(=O)(=O)/C=C/c2ccccc2)CC1 | -21 | 2 | 2.1 |
| Cc1cc2oc(=O)cc(-c3ccccc3)c2c(C)c1-c1ccc(O)cc1 | 9 | 28 | . |
| FC(F)(F)c1cccnc1N1CCN(c2ncnc3nc[nH]c23)CC1 | -33 | 13 | 2.3 |
| COC(=O)Cc1csc(Nc2c(C)n(C)n(-c3ccccc3)c2=O)n1 | 8 | 3 | -0.2 |
| CCCN1C(=O)/C(=C/C=C2\N(CC)c3ccccc3C2(C)C)SC1=S | 37 | 4 | -0.4 |
| Cc1cc(OCC[N+]2(C)CCCCC2)nc2ccccc12 | -24 | 8 | -2.0 |
| CCN1CCc2nc3ccccc3c(C(=O)Nc3ccc(F)cc3)c2C1 | -27 | 1 | -0.7 |
| COc1ccc(C(=O)c2ccc([N+](=O)[O-])cc2)cc1S(=O)(=O)N1CCC(C(=O)O)CC1 | -14 | 53* | 0.0 |
| O=C1Cc2ccccc2Sc2ccc(Cl)cc21 | -27 | 18 | -0.8 |
| O=C(c1cccc(C(=O)N2CCN(c3ncccn3)CC2)c1)N1CCN(c2ncccn2)CC1 | -18 | 28 | 1.2 |
| CC(=O)Nc1ccccc1OC(=O)N1CCOCC1 | -25 | 18 | -1.8 |
| CC(=O)N(CC(=O)Nc1sc(C)c(C)c1C(N)=O)Cc1ccccc1 | -5 | 27 | -2.5 |
| Cc1nc2ccccn2c1C(=O)NCC(C)C | -4 | 5 | -0.8 |
| O=C(c1cc(-c2ccc(F)cc2)on1)N1CCCc2ccccc21 | -33 | 26 | -1.2 |
| CCOC(=O)C1CCN(C(=O)Cn2nc(C)n3cccc3c2=O)CC1 | -10 | 1 | 3.6 |
| CCCCN(C)CCCNC(=O)c1ccc2c(c1)NC(=O)C(N1CCOCC1)S2 (configuration not stated) | -26 | 16 | 1.0 |
| CCCCCCCCC(=O)N1CCN(c2cc3c(cc2F)c(=O)c(C(=O)O)cn3CC)CC1 | 0 | -5 | -0.8 |
| O=C(Nc1ccc(N2CCOCC2)c(Cl)c1)C1CCCCC1 | -5 | 5 | -0.1 |
| O=C(c1cccnc1)c1ncc(C(F)(F)F)cc1Cl | -14 | -1 | -3.0 |
| O=C(N/N=C/c1cccc(F)c1)c1cc(-c2ccco2)nc2ccccc12 | -2 | 16 | 0.8 |
| CC(c1cccs1)N(C)Cc1nc(CCc2ccccc2)no1 (configuration not stated) | -18 | 17 | 0.1 |
| C=CCc1cccc2cc(C(=O)Nc3ccc(CC(=O)O)cc3)c(=O)oc12 | -12 | 16 | -0.6 |
| Cc1cc(=O)oc(C)c1C(=O)Nc1cccc(F)c1 | -7 | 22 | -0.6 |
| O=C(NCc1ccccc1)/C(=N\O)c1ccccc1 | -10 | 10 | -0.4 |
| COc1ccc(/C(O)=C2\C(=O)C(=O)N(CC3CCCO3)C2c2cc(OC)ccc2OC)cc1 (configuration not stated) | -5 | 9 | 1.0 |
| CC(=O)c1cccc(Nc2nc(-c3ccccc3)cs2)c1 | -25 | 25 | 0.7 |
| Cc1cc(NC(=O)c2cc3n(n2)C(C(F)(F)F)CC(c2ccc(Cl)c(Cl)c2)N3)no1 (configuration not stated) | -17 | 5 | -0.4 |
| C=CCN(c1ccccc1)S(=O)(=O)c1cccc(C(=O)OCC(=O)NCCOC)c1 | -18 | 17 | 0.0 |
| CCN(CC)CCN1C(=O)C(=O)/C(=C(/O)c2c(C)[nH]c(C(=O)OC)c2C)C1c1cccs1 (configuration not stated) | -18 | 2 | -1.8 |
| C=CCN(c1ccc(C(=O)NCCc2ccccc2)cc1)S(C)(=O)=O | -4 | 15 | . |
| CCCNC(=O)C(Cc1cccc(OC)c1)NC(=O)c1ccc(C#N)cc1 (configuration not stated) | -7 | 5 | -0.9 |

Compound activity from PubChem.
